Screening results as filed in PubChem.
MsrA inhibitor: bovine MsrA enzyme inhibitors, primary screen, biochemical, absorbance, HTS. 360,000 tested, 0.75% active. inhibition, % at 15.5 µM. purified bovine MsrA, absorbance read-out. AID 651718, 2012; in the data active = inhibition above about 4.5%;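 also: 0% = vehicle wells with enzyme and 100% = reference inhibitor wells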
CSN deneddyl inh: inhibitors of CSN-mediated cullin deneddylation, primary screen, biochemical, fluorescence polarization, uHTS; Purified CSN, SCF-Nedd8-OG deneddylation; AID 651999, 2013; 360,000 tested, 0.38% active; inhibition, % at 12.5 µM; COP9 signalosome complex subunit 5 (Homo sapiens), Q92905;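 active = pattern-corrected inhibition above about 35%, with an unprinted fluorescence ratio check between 0.5 and 1.5, limit read from the data, passing the limit was not always enough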;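 also: 0% = enzyme with substrate and 100% = substrate without enzyme; some results filed as inactive read as strong as hits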
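Material: human Csn5 produced in HEK293T cells; Input: enzyme 0.24 nM; Reagent: SCFSkp2-Nedd8OG substrate at 10 nM final; Dosing: 12.5 µM compound; Incubation: 90 min reaction at room temperature; Detection: fluorescence polarization of the substrate; Evaluation: % inhibition of substrate cleavage by Csn5; Control set: substrate-only high control, full reaction low control.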
Rin1-Abl PPI inh: inhibitors of Rin1-Abl protein binding, primary screen, biochemical, TR-FRET. inhibition, % at 7.35 µM. 360,000 tested, 0.4% active. AID 588664, 2011. Tyrosine-protein kinase ABL1 (Homo sapiens) + Ras and Rab interactor 1 (Homo sapiens), …; in the data active = inhibition above about 5%, passing the limit was not always enough
PABP1 MLLE inh: inhibitors of PABP1 MLLE–PAM2 peptide binding, primary screen, biochemical, fluorescence polarization, FITC-PAM2, GST-MLLE; inhibition, % at 20 µM; 360,000 tested, 0.36% active; Polyadenylate-binding protein 1 (Homo sapiens), P11940; in the data active = inhibition above about 35%, passing the limit was not always enough;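 also: plate controls were DMSO wells with GST-MLLE for no effect and wells lacking GST-MLLE protein for full effect; some results filed as inactive read as strong as hits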
Target sequence (P11940 whole entry, looked up): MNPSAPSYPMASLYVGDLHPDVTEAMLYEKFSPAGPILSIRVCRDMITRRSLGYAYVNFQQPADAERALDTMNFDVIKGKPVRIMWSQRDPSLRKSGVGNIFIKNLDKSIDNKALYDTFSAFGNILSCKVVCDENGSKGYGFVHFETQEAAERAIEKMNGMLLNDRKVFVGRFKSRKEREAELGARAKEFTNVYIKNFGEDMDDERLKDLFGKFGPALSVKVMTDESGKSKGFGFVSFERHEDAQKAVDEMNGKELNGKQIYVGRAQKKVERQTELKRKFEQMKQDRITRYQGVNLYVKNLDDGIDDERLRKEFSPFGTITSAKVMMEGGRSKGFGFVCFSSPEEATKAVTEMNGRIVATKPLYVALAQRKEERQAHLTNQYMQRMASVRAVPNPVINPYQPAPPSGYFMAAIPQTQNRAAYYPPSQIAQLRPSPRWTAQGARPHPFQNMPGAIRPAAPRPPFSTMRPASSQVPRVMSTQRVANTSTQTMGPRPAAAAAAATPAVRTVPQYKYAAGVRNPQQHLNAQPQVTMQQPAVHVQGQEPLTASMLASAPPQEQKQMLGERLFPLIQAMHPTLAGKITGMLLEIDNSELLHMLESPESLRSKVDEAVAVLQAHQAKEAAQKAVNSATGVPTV
eLon inh: inhibitors of E. coli Lon protease, primary screen, biochemical, fluorescence polarization. P0A9M0. purified E. coli Lon protease. inhibition, % at 7.94 µM. 360,000 tested, 0.42% active; in the data active = inhibition above about 13%, passing the limit was not always enough;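 also: 0% = enzyme with probe and DMSO and 100% = no enzyme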
MT1-MMP act inh: blockers of MT1-MMP proenzyme processing, primary screen, HT1080 RFP-PRO-GFP cells, GFP/RFP fluorescence | GFP/RFP ratio fluorescence, overnight; percent of plate control window, DMSO zero | GFP/RFP ratio change, % at 20 µM | 360,000 tested, 0.061% active | AID 651647, 2012;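 active = GFP/RFP ratio change of at least 30% with cell ATP level not reduced by more than half and red fluorescence within 50% of control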; also: strong numbers were not always called active
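Read-out: GFP/RFP fluorescence ratio; Test system: RFP-PRO-GFP reporter HT1080 cells; Compound dosing: single-point 20 µM compound, 1% DMSO; Times: overnight compound exposure at 37 °C.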
FAS-TE inh: FAS thioesterase domain inhibitors, primary screen, biochemical, fluorescence intensity, uHTS | recombinant FAS-TE, OMFH fluorogenic substrate, fluorescence endpoint | inhibition, % at 15 µM | 360,000 tested, 0.67% active | AID 602261, 2012;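 active = compounds whose normalised, plate-corrected inhibition of enzyme fluorescence in the single-dose primary screen is 50% or more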;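 also: 0% = DMSO with enzyme and 100% = substrate without enzyme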
MsrA act: bovine MsrA enzyme activators, primary screen, biochemical, absorbance, HTS; activation, % at 10.6 µM; purified bovine MsrA, absorbance read-out; Methionine sulfoxide reductase A (Bos taurus); AID 602163, 2012; 360,000 tested, 0.3% active; in the data active = activation above about 7.5%;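 also: 0% = vehicle and 100% = reference activator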
Rpn11 block: Rpn11 (PSMD14) deubiquitinase inhibitors, primary screen, biochemical, fluorescence polarization, uHTS; AID 588493, 2011; human 26S proteasome, Ub4-pepOG fluorescence polarization; 20S core pre-blocked with epoxomicin; 360,000 tested, 0.59% active; calls only at 20 µM; 26S proteasome non-ATPase regulatory subunit 14 (Homo sapiens), O00487;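 active = inhibition at 20 µM, scaled to each plate's controls, above about 33%, limit read from the data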
Target sequence (O00487 whole entry, looked up): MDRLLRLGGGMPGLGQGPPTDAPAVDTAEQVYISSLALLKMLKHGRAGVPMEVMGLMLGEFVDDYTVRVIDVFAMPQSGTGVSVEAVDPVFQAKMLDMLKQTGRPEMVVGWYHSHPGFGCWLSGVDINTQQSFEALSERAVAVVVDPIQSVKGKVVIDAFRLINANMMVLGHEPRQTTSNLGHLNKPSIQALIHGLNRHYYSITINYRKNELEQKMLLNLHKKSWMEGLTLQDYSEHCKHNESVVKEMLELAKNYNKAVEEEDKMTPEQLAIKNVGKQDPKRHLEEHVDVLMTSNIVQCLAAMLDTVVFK
* hit, by the source's call; i = inactive.

compound | MsrA inhibitor | CSN deneddyl inh | Rin1-Abl PPI inh | PABP1 MLLE inh | eLon inh | MT1-MMP act inh | FAS-TE inh | MsrA act | Rpn11 block
COc1ccc(-c2cc(C(=O)NC3CC3)c3ccccc3n2)cc1 | 1.6 | 2.5 | -1.3 | 1.1 | 0.4 | 0.8 | -3.4 | -3.1 | i
CC(NS(=O)(=O)c1cc2c3c(c1)CCN3C(=O)CC2)c1ccccc1 (configuration not stated) | -0.2 | -1.8 | -0.1 | -1.9 | -9.8 | -0.4 | -6.4 | -0.1 | i
Cc1noc(C)c1COc1ccccc1C(=O)N1CCN(c2cccc(C(F)(F)F)c2)CC1 | -0.6 | 0.1 | -0.3 | 12.1 | -14.1 | -0.5 | 11.1 | 0.0 | i
CCc1ccc(C(=O)NC(CCSC)C(=O)O)cc1 (configuration not stated) | -0.8 | -11.6 | -5.5 | -2.6 | 9.9 | -2.1 | -10.9 | 1.2 | i
CC(=O)c1cc(-c2ccc(F)cc2)n(CC(=O)NCc2cccs2)c1C | -0.9 | 0.3 | -0.8 | 3.1 | -8.4 | -0.5 | 3.8 | -1.9 | i
O=C(Nc1nccs1)c1cc(Cl)nc2ccccc12 | 0.2 | -3.4 | -0.5 | -9.9 | -7.9 | -1.6 | -4.6 | -2.5 | i
Cc1ccc(/C=C/C(=O)OCc2nc(N)nc(Nc3ccccc3C)n2)o1 | 2.1 | 4.6 | -0.1 | -5.7 | -4.2 | 0.1 | 3.9 | -4.8 | i
CCCCCn1c(CNC(=O)c2cccs2)nc2ccccc21 | -1.2 | -3.1 | 2.2 | -0.4 | -8.0 | -8.3 | -4.7 | -6.4 | i
O=C(N/N=C/c1ccc(-c2cccc(C(F)(F)F)c2)o1)c1ccccc1Br | 1.0 | 17.5 | 3.6 | -18.2 | -58.1 | -21.1 | 8.0 | -2.4 | i
Cc1ccc(C(=O)NNC(=O)C2CCN(c3nccc(C)n3)CC2)cc1 | -0.9 | 1.9 | 1.1 | -2.8 | -6.9 | 2.4 | -10.7 | -3.5 | i
CN(CC(=O)NCCCN1CCOCC1)S(=O)(=O)c1ccc(Br)cc1 | 0.6 | -2.8 | 0.2 | -6.3 | 4.5 | 2.8 | -11.3 | -0.9 | i
COc1ccccc1N1CCN(C2CCCN(C(=O)c3cscn3)C2)CC1 (configuration not stated) | -1.2 | 3.3 | 4.3 | 6.1 | 0.4 | -4.8 | -6.8 | -2.8 | i
C=CCN(C(=O)c1csnn1)C(C(=O)NC1CCCC1)c1c(F)cccc1Cl (configuration not stated) | 1.4 | 1.5 | 1.1 | 21.6 | 0.7 | -2.5 | 0.2 | -6.1 | i
CCOc1ccc(S(=O)(=O)NC2CCCC2)cc1C | 1.2 | -4.5 | 1.1 | 8.4 | 7.6 | 2.4 | 3.5 | -5.8 | i
O=C(Cc1cccs1)N/N=C/c1ccc(OCc2ccccc2)cc1 | -1.0 | 17.2 | -0.9 | 3.3 | -1.6 | 2.7 | 16.7 | -2.1 | i
CCOC(=O)C1(Cc2cccc(F)c2)CCN(C(=O)C2CCOCC2)CC1 | 2.4 | 0.8 | -0.8 | -7.7 | -6.6 | 1.1 | -2.6 | -3.2 | i
O=C(/C=C/c1ccc(S(=O)(=O)N2CCOCC2)cc1)NCCCn1ccnc1 | 2.8 | 0.1 | -5.1 | 16.2 | -4.0 | 1.3 | 0.4 | -3.0 | i
N#C/C(=C\c1cccnc1)C(=O)Nc1ccc(S(N)(=O)=O)cc1 | 0.1 | 4.7 | -0.4 | -0.8 | -0.1 | -1.3 | -6.5 | -6.4 | i
CC(=O)n1c2ccccc2c2c1c1ccccc1n2C | -0.2 | -4.4 | -1.4 | 66.3* | 19.5 | -21.9 | -13.2 | -3.9 | i
COc1ccc(C2CC(c3c(-c4ccccc4)c4cc(Cl)ccc4[nH]c3=O)=NN2S(C)(=O)=O)cc1 (configuration not stated) | -0.4 | 3.1 | -1.1 | 8.6 | 6.1 | 0.6 | -7.2 | 1.1 | i
Cn1c(-c2csc(-c3cccc(C(F)(F)F)c3)n2)n[nH]c1=S | 1.2 | 1.9 | -1.3 | -95.0 | 6.5 | 3.9 | 9.7 | 0.2 | i
CCN(Cc1ccccc1)C(=O)C1CCN(Cc2sccc2C)CC1 | -0.2 | -10.2 | 1.8 | 2.6 | 8.9 | 1.7 | -7.8 | -6.2 | i
O=C(O)CC(c1ccccc1)N1C(=O)c2ccccc2C1=O (configuration not stated) | -0.5 | -5.4 | 0.7 | 6.1 | -3.1 | -6.0 | -1.3 | -7.0 | i
O=C(c1cc(-c2ccc(Br)cc2)nc2ccccc12)N1CCN(c2ccccc2O)CC1 | 2.1 | 6.0 | -2.5 | 11.0 | -5.8 | -0.3 | 21.7 | -6.7 | i
O=C(O)c1[nH]c2ccccc2c1-c1ccccc1 | -1.1 | -0.6 | 1.1 | 10.9 | -5.1 | -8.5 | -6.2 | -3.5 | i
CCOC(=O)c1[nH]c(C)c(C(=O)NCCc2ccc(OC)cc2)c1C | 0.9 | 3.6 | 0.1 | 2.2 | -4.0 | 0.5 | -5.0 | -1.9 | i
O=C(Nc1ccc(NC(=S)NC(=O)c2ccco2)cc1)c1ccc(Br)cc1 | 0.8 | -2.6 | -1.0 | 12.7 | -5.0 | 1.5 | -6.4 | 0.2 | i
Cc1cc(C)nc(NS(=O)(=O)c2ccc(NC(=O)CCC(=O)O)cc2)n1 | -0.1 | 0.7 | -2.2 | 2.6 | -0.2 | 1.1 | -7.4 | -2.8 | i
O=C(Cn1cncn1)NCCC(c1ccccc1)c1ccccc1 | 0.3 | -9.3 | 0.8 | -1.9 | 6.3 | 1.1 | -2.9 | -3.2 | i
O=S(=O)(Nc1nc(-c2ccco2)c(-c2ccco2)s1)c1ccc(F)cc1F | 0.8 | 39.4* | -0.8 | 1.2 | 15.2 | 1.9 | 4.6 | -1.0 | i

Four compounds picked at random from the list so far:
compound | MsrA inhibitor | CSN deneddyl inh | Rin1-Abl PPI inh | PABP1 MLLE inh | eLon inh | MT1-MMP act inh | FAS-TE inh | MsrA act | Rpn11 block
CCOC(=O)C1(Cc2cccc(F)c2)CCN(C(=O)C2CCOCC2)CC1 | 2.4 | 0.8 | -0.8 | -7.7 | -6.6 | 1.1 | -2.6 | -3.2 | i
COc1ccc(C2CC(c3c(-c4ccccc4)c4cc(Cl)ccc4[nH]c3=O)=NN2S(C)(=O)=O)cc1 (configuration not stated) | -0.4 | 3.1 | -1.1 | 8.6 | 6.1 | 0.6 | -7.2 | 1.1 | i
Cc1noc(C)c1COc1ccccc1C(=O)N1CCN(c2cccc(C(F)(F)F)c2)CC1 | -0.6 | 0.1 | -0.3 | 12.1 | -14.1 | -0.5 | 11.1 | 0.0 | i
O=C(O)CC(c1ccccc1)N1C(=O)c2ccccc2C1=O (configuration not stated) | -0.5 | -5.4 | 0.7 | 6.1 | -3.1 | -6.0 | -1.3 | -7.0 | i

More structures
compound | MsrA inhibitor | CSN deneddyl inh | Rin1-Abl PPI inh | PABP1 MLLE inh | eLon inh | MT1-MMP act inh | FAS-TE inh | MsrA act | Rpn11 block
COc1ccccc1-c1nc(-c2ccccn2)no1 | -0.7 | 3.8 | 0.8 | -3.4 | -0.7 | 0.7 | -0.9 | -2.4 | i
COc1ccc2c(c1)c(=O)oc1cc(OCC(=O)NC3CCCCC3)ccc12 | 0.5 | 11.0 | 2.7 | -12.9 | 3.3 | 11.1 | 0.2 | -1.3 | i
CCCNC(=O)COC(=O)CCC(=O)c1ccc(F)cc1 | -1.2 | -4.3 | 1.6 | 8.4 | -0.3 | 3.2 | -12.4 | -10.0 | i
Cc1cccc(NC(=O)CCCn2cc([N+](=O)[O-])cn2)n1 | 1.1 | -3.4 | 5.7 | 2.1 | -2.2 | 7.1 | 1.4 | -3.3 | i
OC(c1cccc(Cl)c1)c1ncc(-c2ccc3ccccc3c2)[nH]1 (configuration not stated) | -0.9 | 1.8 | -2.8 | -14.5 | -0.2 | 2.7 | 14.3 | -3.5 | i
CC1C(=O)N(c2ccc(S(=O)(=O)N(C)C)cc2)C1(/C=C/c1ccccc1)C(=O)NC1CCCC1 (configuration not stated) | -1.0 | -2.1 | -1.6 | 14.6 | 6.8 | -11.1 | 60.9* | 1.2 | i
c1ccc2c(c1)ccc1nnc(-c3ccc4c(c3)OCO4)n12 | -0.1 | -1.4 | -3.1 | -7.8 | 9.5 | 1.4 | 3.4 | 2.0 | i
COc1ccc(N2C(=NC(=O)C3CCCO3)SC3CS(=O)(=O)CC32)cc1 (configuration not stated) | 1.1 | -1.1 | -0.7 | -7.1 | 2.0 | 0.0 | -1.7 | -3.7 | i
O=S(=O)(c1ccccc1)N1CCSC1c1ccco1 (configuration not stated) | -0.3 | 1.6 | -0.2 | 18.9 | 6.3 | 3.2 | 2.0 | -3.5 | i
COCCC(=O)N1CCC(n2nccc2NC(=O)c2ccccc2C)CC1 | 0.3 | 0.0 | -0.5 | -17.8 | -3.9 | 0.4 | -4.8 | -3.0 | i
CN(C)S(=O)(=O)c1ccc2c(c1)C(CC(=O)O)NC2=O (configuration not stated) | 1.3 | -3.6 | 6.3 | 11.8 | 1.1 | 1.6 | -3.8 | 1.5 | i
Cc1ccc(S(=O)(=O)NCC(=O)N2CCOCCOCCOCCOCC2)cc1 | -1.0 | -3.0 | -0.8 | 11.5 | -2.8 | -1.9 | -6.5 | -3.8 | i
Cc1cc(Cl)ccc1NC(=S)NCCCO | 0.5 | -6.0 | 0.7 | -3.3 | -2.4 | 0.3 | -11.7 | -1.2 | i
O=C(CCC(=O)N1CCN(S(=O)(=O)c2ccc(Cl)cc2)CC1)Nc1ccc(Cl)cc1Cl | -0.1 | -0.2 | -2.1 | -4.6 | 3.7 | 3.7 | 3.4 | -1.3 | i
CC(=NCc1cccnc1)C1=C(O)c2ccccc2C1=O | 4.9* | 2.3 | -5.3 | 4.5 | 0.8 | -0.7 | -6.3 | -4.3 | i
COc1ccc(-c2cc(C(=O)NCC3CCCO3)c3cc(C(C)C)ccc3n2)cc1 (configuration not stated) | 0.7 | 1.8 | 0.4 | -1.4 | 9.3 | -1.8 | 8.2 | -4.5 | i
COc1ccc(NC(=O)CCN2C(=O)c3ccc([N+](=O)[O-])cc3C2=O)c(OC)c1 | 0.3 | -0.3 | -2.9 | 6.8 | -6.0 | 0.8 | 8.2 | 4.0 | i
O=C(OCc1nnc(-c2ccccc2)o1)c1cc(S(=O)(=O)N2CCOCC2)ccc1F | 0.1 | -5.2 | -1.1 | -4.8 | -6.3 | 1.6 | 10.2 | -3.7 | i
Cc1ccc(NC(=O)COC(=O)c2ccc(C)c(S(=O)(=O)N3CCOCC3)c2)cc1 | -1.3 | 6.1 | 1.0 | 0.3 | -10.7 | -0.5 | 8.5 | -0.9 | i
COc1ccc(-n2nc(N)c3c(=O)oc(N(C)C)nc32)cc1 | -1.1 | -3.0 | -1.7 | 5.9 | -9.1 | -2.1 | -6.3 | -6.0 | i

No enrichment for hits; overall some 3.7% were active at least once.
